Screening data (PubChem BioAssay)
UBC13 polyUb – UBC13 polyubiquitin chain formation inhibitors, primary screen, biochemical, TR-FRET, uHTS; actives 0.47% (n = 330,000); inhibition, % at 20 µM; AID 485273, 2010; Ubiquitin-conjugating enzyme E2 N (Homo sapiens), P61088; in the data active = inhibition above about 45%, passing the limit was not always enough
SENP8 block-1 – human SENP8 protease inhibitors, primary screen, biochemical, fluorescence, Nedd8 protein substrate, uHTS; recombinant SENP8; inhibition, % at 20 µM; actives 0.64% (n = 360,000); AID 602440, 2012; in the data active = inhibition mostly above about 40%, no sharp cut-off; inactive = mostly below about 27%
SENP8 block-2 – SENP8 protease inhibitors, primary screen, biochemical, luminescence; inhibition, % at 10 µM; AID 2540, 2010; actives 1.2% (n = 330,000); Sentrin-specific protease 8 (Homo sapiens), Q96LD8; purified SENP8, Z-RLRGG-aminoluciferin cleavage; in the data active = inhibition above about 50%
SENP7 inh – SENP7 protease inhibitors, primary screen, biochemical, luminescence, uHTS | Sentrin-specific protease 7 (Homo sapiens), Q9BQF6 | recombinant SENP7, Z-RLRGG-aminoluciferin luminescence, 40 min | inhibition, % at 5 µM | actives 1.5% (n = 330,000) | AID 434973, 2010;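 active = inhibition above about 50% at the single test dose, limit read from the data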;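 also: plate controls were DMSO with enzyme for no effect and no enzyme buffer wells for full effect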
SENP6 inh – SENP6 protease inhibitors, primary screen, biochemical, luminescence, uHTS | Sentrin-specific protease 6 (Homo sapiens), Q9GZR1 | Recombinant SENP6 catalytic domain, aminoluciferin luminescence | inhibition, % at 10 µM | actives 1.8% (n = 330,000);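 active = inhibition above about 50% at the single tested dose, limit read from the data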;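 also: plate controls were DMSO wells with enzyme for no effect and DMSO wells lacking enzyme for full effect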
Apaf1 inhib – inhibitors of human Apaf-1 apoptosome, primary screen, biochemical, DEVD-Rh110 fluorescence, uHTS; reconstituted apoptosome caspase-3 activity; inhibition, % at 20 µM; actives 0.71% (n = 330,000); AID 489030, 2010; active = inhibition of at least 40% at 20 µM;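 also: plate controls were DMSO wells for no effect and DEVD-CHO caspase inhibitor wells for full effect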
Target sequence (O14727 whole entry, looked up): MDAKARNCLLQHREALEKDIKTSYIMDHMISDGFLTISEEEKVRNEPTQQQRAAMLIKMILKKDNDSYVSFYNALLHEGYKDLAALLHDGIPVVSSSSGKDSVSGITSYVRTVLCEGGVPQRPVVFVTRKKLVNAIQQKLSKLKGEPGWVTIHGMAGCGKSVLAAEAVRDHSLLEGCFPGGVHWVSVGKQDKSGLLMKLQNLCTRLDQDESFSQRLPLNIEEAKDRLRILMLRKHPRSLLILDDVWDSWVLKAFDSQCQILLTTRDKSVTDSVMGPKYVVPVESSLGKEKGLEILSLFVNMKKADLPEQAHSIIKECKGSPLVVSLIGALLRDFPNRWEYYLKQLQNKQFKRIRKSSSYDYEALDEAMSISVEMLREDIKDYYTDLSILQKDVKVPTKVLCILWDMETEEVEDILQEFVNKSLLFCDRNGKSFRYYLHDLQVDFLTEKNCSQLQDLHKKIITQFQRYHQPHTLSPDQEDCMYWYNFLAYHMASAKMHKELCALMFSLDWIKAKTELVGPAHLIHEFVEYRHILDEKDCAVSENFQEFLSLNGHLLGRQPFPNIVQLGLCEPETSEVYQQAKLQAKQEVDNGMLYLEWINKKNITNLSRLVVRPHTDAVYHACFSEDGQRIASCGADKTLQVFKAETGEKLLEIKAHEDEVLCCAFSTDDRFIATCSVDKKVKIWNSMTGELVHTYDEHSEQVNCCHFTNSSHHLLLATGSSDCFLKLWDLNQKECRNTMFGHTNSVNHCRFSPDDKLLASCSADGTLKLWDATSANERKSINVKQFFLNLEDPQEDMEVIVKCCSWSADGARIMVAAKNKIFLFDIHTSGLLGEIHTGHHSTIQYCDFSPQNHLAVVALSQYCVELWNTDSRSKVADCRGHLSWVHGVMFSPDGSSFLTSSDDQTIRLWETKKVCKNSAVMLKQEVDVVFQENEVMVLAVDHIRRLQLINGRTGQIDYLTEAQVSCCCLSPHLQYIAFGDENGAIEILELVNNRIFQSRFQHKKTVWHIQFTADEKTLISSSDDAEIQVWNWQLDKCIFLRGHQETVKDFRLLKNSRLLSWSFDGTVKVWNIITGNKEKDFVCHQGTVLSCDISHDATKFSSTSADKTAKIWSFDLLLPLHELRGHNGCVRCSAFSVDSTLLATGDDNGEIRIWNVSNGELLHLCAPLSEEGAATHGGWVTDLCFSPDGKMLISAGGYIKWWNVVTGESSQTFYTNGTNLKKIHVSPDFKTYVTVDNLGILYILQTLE
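Material: reconstituted apoptosome with Apaf-1, cytochrome c, caspase-9, procaspase-3, dATP / Buffer or medium: pH 7.5 Hepes buffer with CHAPS, BSA, DTT / Also added: cytochrome c with DEVD-Rh110 / Schedule: compound with Apaf-1, dATP, procaspase-3 30 min, then 50 min reaction, room temperature / Technique: rhodamine 110 fluorescence at Ex 480/Em 540 nm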
A3G deaminase – APOBEC3G DNA deaminase inhibitors, primary screen, biochemical, fluorescence, single-stranded DNA substrate, uHTS | actives 0.28% (n = 330,000) | recombinant A3G, ssDNA deamination FAM/TAMRA fluorescence | DNA dC->dU-editing enzyme APOBEC-3G (Homo sapiens), Q9HC16 | inhibition, % at 20 µM;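 active = inhibition of at least 40% at 20 µM, with no more than 30% in the related APOBEC3A deaminase screen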;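 also: plate controls were DMSO wells with A3G for no effect and wells lacking A3G enzyme for full effect; some compounds called inactive have numbers as strong as hits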
SENP1 FRET inh – human SENP1 catalytic domain inhibitors, primary screen, biochemical, FRET, uHTS; inhibition, % at 10 µM; recombinant SENP1 catalytic domain, CyPet-SUMO1-YPet FRET cleavage; AID 624204, 2012; actives 0.21% (n = 360,000);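 active = inhibition at least 30% at 10 µM, raw YFP signal under a set limit, fluorescence ratio 0.5 to 1.5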;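 also: 0% = enzyme with DMSO and 100% = no enzyme wells; some results filed as inactive read as strong as hits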
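Assay system – human recombinant His6-tagged SENP1 catalytic domain enzyme · Input – SENP1 enzyme, 20 pM final · Buffer or medium – Tris pH 8 buffer plus EDTA, NaCl, BME, BSA, NP40, catalase · Schedule – 50 min reaction at room temperature · Technique – FRET read of cyan and yellow fluorescence · Control set – no-enzyme wells low, DMSO-plus-enzyme wells high control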
Numbers without * were called inactive; . = no result given. Hits appear at their usual frequency (roughly 3.6% active in at least one column).

SMILES	UBC13 polyUb	SENP8 block-1	SENP8 block-2	SENP7 inh	SENP6 inh	Apaf1 inhib	A3G deaminase	SENP1 FRET inh
Cc1ccc(C(=O)N2CCN(C)CC2)cc1[N+](=O)[O-]	0	8	11	5	0	-5	-6	0
CCC(C)[C@H](NC(=O)[C@H](Cc1ccccc1)n1c(=O)[nH]c2ccccc2c1=O)C(=O)N1CCC(C(=O)O)CC1 (stereo partly specified)	-2	4	-12	-15	-17	2	-10	2
COc1ccc(NC(=O)Nc2ccc3c(c2)C(=O)N([C@@H](C)CO)C[C@@H](C)[C@@H](CN(C)CC2CCCCC2)O3)cc1	23	0	-1	3	15	11	-7	1
Cn1cccc1C(=O)C(=O)Nc1cccc(Cl)c1Cl	-7	20	4	89*	12	6	-4	3
Cc1ccc(C(=O)NC(Cc2cccc(C(F)(F)F)c2)C(=O)O)cc1 (stereo unspecified)	.	-5	.	-17	.	10	1	2
COc1ccccc1C(=O)NCCC(=O)N1CCN(S(=O)(=O)c2ccccc2C(F)(F)F)CC1	-2	2	-1	-8	0	-1	-6	2
O=C(C[n+]1ccccc1)NNc1ccccc1	1	4	5	0	-7	-4	29	1
Cc1ccc(OCC(=O)Nc2ccon2)c([N+](=O)[O-])c1	0	8	-2	2	-6	5	-6	1
CN(CCc1cnn(C)c1)Cc1cn(C)nc1-c1ccccc1F	-1	1	8	-4	-11	-10	-6	1
CN(C)C(CNc1nnnn1-c1ccccc1)c1ccco1 (stereo unspecified)	-19	-19	-10	-6	-8	-3	-4	-15
Cc1ccc(C2C(C#N)=C(N)SC(N)=C2C#N)o1	-17	.	9	10	23	26	12	.
O=C(CNS(=O)(=O)c1cccc(Cl)c1)OCc1csc(-c2ccccc2)n1	15	14	1	2	10	22	1	2
Cc1ccc(-c2cccc(C(=O)NCc3ccccc3)n2)c2ccccc12	2	-112	4	-3	-5	28	-5	3
Cc1cccc(NC(=S)NC(=O)/C=C/c2ccco2)c1	-20	4	-7	-11	-9	16	-3	-8
O=C(N/N=C/c1ccc2c(c1)OCO2)C(O)c1ccccc1 (stereo unspecified)	4	7	-12	6	-10	-5	-4	1
COc1ccc(C2C(C(=O)NCc3ccco3)CCC(=O)N2c2ccc(OC)cc2)cc1 (stereo unspecified)	2	20	-8	-6	-15	5	-3	1
O=C(NC1CCN(Cc2ccccc2)C1)c1cc(S(=O)(=O)N2CCOCC2)ccc1Cl (stereo unspecified)	10	4	6	-1	2	6	-4	-2
CCc1cc2c(=O)c(-c3cnn(-c4ccccc4)c3)coc2c(CN2CCOCC2)c1O	12	-331	5	0	0	14	-7	-7
Cc1nc(-c2cccs2)sc1C(=O)O	7	-421	-6	5	-14	-19	-5	0
CCOc1ccc(/C=C/C(=O)c2ccc(-c3ccccc3)cc2)cc1	-1	-58	-7	-3	7	16	-2	-39
O=C(CCc1nc(-c2ccccc2F)no1)NCCN1CCc2ccccc2C1	7	-1	-6	15	-11	6	-6	0
Cn1c2c(c(=O)n(C)c1=O)C(CC(=O)Nc1ccccc1F)C(=O)N2 (stereo unspecified)	3	13	6	-4	-6	-16	-5	1
O=C(O)C(Cc1ccc(Cl)cc1)Sc1nc2ccccc2[nH]1 (stereo unspecified)	-4	10	9	6	7	3	-4	4
N#Cc1ccc[n+](CC(=O)c2ccc(Cl)cc2)c1	-6	-2	5	-5	-4	-5	-8	-29
CC(CCc1ccccc1)NCC(O)c1cccc([N+](=O)[O-])c1 (stereo unspecified)	16	5	1	3	-13	2	1	0
SMILES	UBC13 polyUb	SENP8 block-1	SENP8 block-2	SENP7 inh	SENP6 inh	Apaf1 inhib	A3G deaminase	SENP1 FRET inh
COc1cccc(-c2nc(CS(=O)(=O)CC(=O)NCCc3ccc(OC)c(OC)c3)c(C)o2)c1	-6	4	-4	-2	-5	4	1	1
O=C(COC(=O)c1ccc2ncsc2c1)Nc1ncc(Cl)cc1Cl	8	-2	2	2	17	9	-7	-7
O=C(NCCO)c1cccc(Cl)c1	1	17	0	5	-13	1	-1	-1
Cc1ccc2c(c1)/C(=C/c1ccccc1)C(=O)N2	2	11	-10	-3	-29	19	-1	-21
CCOC(=O)N1CCN(C(=O)COC(=O)CNC(=O)c2ccc(Cl)cc2Cl)CC1	-6	7	-15	9	-9	1	-10	2
c1ccc(C2CC(c3cccs3)Nc3nnnn32)cc1 (stereo unspecified)	13	3	-4	-1	10	4	-5	0
CCN(CC(=O)Nc1c(F)cccc1F)C(=O)Cn1[nH]c(=O)c2ccccc2c1=O	1	3	5	3	-2	-4	-5	2
CCOC(=O)c1nccnc1C(=O)Nc1cccc(C(F)(F)F)c1	-14	27	-10	1	-16	-5	-9	3
CCOC(=O)C1(c2nc(N)cs2)COC(=O)C1 (stereo unspecified)	-5	7	-1	6	0	-9	-10	3
Cc1ccc(S(=O)(=O)N2CCN(c3ccc(C(F)(F)F)cc3[N+](=O)[O-])CC2)cc1	10	16	5	-6	7	6	-5	1
COc1cc(OC)c(OC)cc1CN(C)C(c1ccccc1)c1nnnn1-c1ccccc1C (stereo unspecified)	-8	23	-20	-6	-6	30	-3	1
COc1cccc(Cn2cnc3c(N)c(C)c(C)cc32)c1	5	7	0	-2	-2	-1	-8	1
O=C(c1c[nH]c(C(=O)C(Cl)(Cl)Cl)c1)c1ccccc1F	-1	6	3	-2	-23	2	1	2
Clc1ccc2nc(-c3ccc(Cl)nc3)[nH]c2c1	13	-191	-8	-2	15	5	-8	1
CCCc1cc(=O)[nH]c(SCC(=O)N(CCOC)c2c(N)n(Cc3ccccc3)c(=O)[nH]c2=O)n1	-4	11	7	-6	-8	3	-8	-2
O=C(NC1CC1)c1cc2ccccc2o1	2	10	7	8	3	-363	-4	2
COC(=O)[C@]1(Cc2ccccc2)N[C@H](CN(C)C(=O)c2ccc(F)cc2)[C@@H]2C(=O)N(C)C(=O)[C@@H]21	-7	14	-13	-2	-16	7	-5	0
O=C1[C@H]2[C@@H](c3ccc(Cl)cc3)N3C(=O)N(c4cccc(F)c4)C(=O)[C@@]3(Cc3ccc(Cl)cc3)[C@H]2C(=O)N1C1CCCCC1	-2	14	-6	2	-5	12	2	2
O=[N+]([O-])c1ccccc1Nc1c2ccccc2nc2ccccc12	-30	15	-1	-5	-20	16	-5	-2
CC(C)c1ccccc1-n1c(SCc2cc(=O)oc3ccc4ccccc4c23)nnc1-c1cccnc1	-3	-415	-9	-3	-13	24	-10	-47
COc1cccc(/C=C/C(=O)NNC(=O)CCN2CCN(Cc3ccccc3)CC2)c1	9	-33	-3	9	-12	-11	0	1
CC(C)c1csc(CN2CCN(Cc3ccc(F)c(F)c3)C(CCO)C2)n1 (stereo unspecified)	7	8	2	14	-22	-2	-3	-4
COc1cc(/C=C/C(=O)O)cc(S(=O)(=O)Nc2cc(Cl)c(Cl)cc2Cl)c1OC	0	32	18	3	29	2	-4	2
CCOC(=O)N1CCN(S(=O)(=O)c2c(C(=O)N3CCCCC3)c(C)n(C)c2C)CC1	-6	3	-11	-22	3	-8	1	0
CC(C)c1ccc(NC(=O)c2cc(S(=O)(=O)N3CCCCC3)c[nH]2)cc1	-12	-19	8	-2	-4	-12	-8	3

3 entries already listed, arranged by number of heavy atoms, smallest number first:
SMILES	UBC13 polyUb	SENP8 block-1	SENP8 block-2	SENP7 inh	SENP6 inh	Apaf1 inhib	A3G deaminase	SENP1 FRET inh
O=C(c1c[nH]c(C(=O)C(Cl)(Cl)Cl)c1)c1ccccc1F	-1	6	3	-2	-23	2	1	2
O=C(COC(=O)c1ccc2ncsc2c1)Nc1ncc(Cl)cc1Cl	8	-2	2	2	17	9	-7	-7
O=C1[C@H]2[C@@H](c3ccc(Cl)cc3)N3C(=O)N(c4cccc(F)c4)C(=O)[C@@]3(Cc3ccc(Cl)cc3)[C@H]2C(=O)N1C1CCCCC1	-2	14	-6	2	-5	12	2	2

Going on with the list.
SMILES	UBC13 polyUb	SENP8 block-1	SENP8 block-2	SENP7 inh	SENP6 inh	Apaf1 inhib	A3G deaminase	SENP1 FRET inh
CN(C)c1ccc(CNc2nc(-c3ccccc3)nn2S(C)(=O)=O)cc1	8	12	-1	4	-24	10	-7	-3
CC(NC(=O)c1ccco1)c1cccc2ccccc12 (stereo unspecified)	0	1	3	12	9	8	0	1
O=C(CSc1nnc(-c2cccnc2)n1CCc1ccccc1)NCc1ccccc1	5	20	-2	-5	7	1	-7	2
C=CCN1CCN(C(=O)CCCc2ccccc2)CC1	-2	6	-20	9	0	-10	9	1
N#C/C(=C\Nc1ccccc1SC(F)(F)F)c1nc(-c2ccccc2)cs1	4	19	1	-1	-8	-2	-3	1
COc1ccc(-c2noc(CCC(=O)NCc3ccco3)n2)cc1	11	-6	4	-6	-17	-9	0	1
Cn1nnnc1SCC(=O)Nc1ccccc1C(N)=O	6	-3	7	1	5	-13	-1	-4
Cc1c(NC(=O)c2cccnc2Cl)c(=O)n(-c2ccccc2)n1C	3	14	-7	-7	-38	5	-7	3
Cc1cc(C)c(S(=O)(=O)O)c(C)n1	-8	8	-3	-12	-8	5	-5	1
O=C(Nc1ccc(Cl)cc1)C1CCCN(c2ncnc3c2nc2n3CCCCC2)C1 (stereo unspecified)	17	13	3	-2	-4	21	-3	3
C=CCn1c2ccccc2c2nnc(SCC(=O)Nc3cc(C)on3)nc21	6	12	4	2	10	6	-12	2
CCN(Cc1ccccc1)S(=O)(=O)c1cn(C)cn1	-6	9	1	-16	-26	-1	6	1
CC(C)(C)c1ccc(OC(=O)N2CCOCC2)cc1	8	20	-6	4	-4	-6	-12	4
Cc1nc2ccc(S(=O)(=O)NC(C(=O)N3CCC(C)CC3)C(C)C)cc2s1 (stereo unspecified)	0	1	-10	-20	-4	11	-7	1
COc1ccc(OCc2n[nH]c(=S)n2N)cc1	7	12	-1	2	-13	-1	60*	0
O=C(NN=C1CCCC1)c1ccn[nH]1	2	15	-5	-1	-3	9	0	1
COc1ccnc(Oc2ccc(F)cc2)c1C(=O)N/C=N/OCc1cccc(F)c1	2	3	-13	4	2	0	-2	1
COc1ccccc1C(=O)C1CCCN(C(=O)c2ccccn2)C1 (stereo unspecified)	7	1	-7	-8	-14	-12	-5	0
Cc1ccc(S(=O)(=O)N(C)CC(=O)N/N=C/c2ccc(C)o2)cc1	-4	16	3	11	6	-4	-2	2
O=C(CC1Sc2ccccc2NC1=O)OCC(=O)N1CCc2ccccc21 (stereo unspecified)	7	7	1	-6	-5	12	-4	-2
O=C(NCCCN1CCCC1)c1ccc2c(c1)N(Cc1ccccc1F)C(=O)c1ccccc1S2(=O)=O	12	34	-1	-7	-7	14	4	-2
CC(/C=C1\SC(=S)N(NC(=O)c2cccc(O)c2)C1=O)=C\c1ccccc1	-23	27	-7	-4	-7	-4	-2	-3
COc1cccc(/C=C2\SC(=S)N(CCCC(=O)NC3=NCCS3)C2=O)c1	-7	13	0	6	-13	25	1	0
COc1ccc(S(=O)(=O)N2c3cc(C)ccc3OCC2C(C)(C)C)cc1 (stereo unspecified)	7	12	11	3	0	10	-5	0
Fc1ccccc1Cn1cnc(NC(=S)NCCc2ccccc2)n1	-3	.	5	6	4	2	5	.
O=C(Nc1ccc(Cl)c(S(=O)(=O)N2CCOCC2)c1)c1cc(=O)[nH]c2ccccc12	-2	-215	5	1	5	-1	2	-13
